AGP1 TOR yeast = yeast TOR pathway AGP1-GFP modulation. S. cerevisiae AGP1-GFP multiplex flow cytometry, 3 h; GFP as percent of DMSO wells. GFP response vs DMSO, % at 10 µM. 320,000 tested, 0.02% active;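 active means GFP response relative to DMSO above a set limit, near screen average plus 3 SD, cut at about 150% in these data; inconclusive means fewer than 70 cells counted for the yeast strain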;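 further: median GFP channel fluorescence of the gated AGP1 strain per well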
MEP2 TOR yeast = yeast TOR pathway MEP2-GFP modulation; S. cerevisiae MEP2-GFP strain, flow cytometry GFP, 3 h; 100% = DMSO control level; GFP response vs DMSO, % at 10 µM; 330,000 tested, 0.51% active; AID 2016;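 active means GFP response versus DMSO above a set limit, roughly screen mean plus 3 SD, cut at about 180% in these data; inconclusive means fewer than 70 cells counted for a yeast strain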;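 further: median GFP fluorescence of the barcode-gated MEP2-GFP cells per well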
CR mimetic SO = yeast age-related superoxide inhibition as caloric restriction mimetic; S. cerevisiae aged cells, superoxide DHE fluorescence; stronger effect = lower value; superoxide response (% of plate mean), % at 10 µM; 330,000 tested, 0.18% active;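 active means superoxide response under a set limit, about three screen SD below normal, cut at about 65% in these data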;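 further: yeast aged for seven days with compound at 30 °C before DHE staining; 100% = average MFI of all compound-treated wells on the plate with controls excluded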
AHR activator = activators of human aryl hydrocarbon receptor | P35869 | AHR-responsive luciferase reporter cells, luminescence | activation, % at 5 µM | 320,000 tested, 2.5% active | AID 2796; in the data active means activation above about 47%;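 further: 0% = vehicle wells and 100% = reference agonist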
Target sequence (P35869 whole entry, looked up): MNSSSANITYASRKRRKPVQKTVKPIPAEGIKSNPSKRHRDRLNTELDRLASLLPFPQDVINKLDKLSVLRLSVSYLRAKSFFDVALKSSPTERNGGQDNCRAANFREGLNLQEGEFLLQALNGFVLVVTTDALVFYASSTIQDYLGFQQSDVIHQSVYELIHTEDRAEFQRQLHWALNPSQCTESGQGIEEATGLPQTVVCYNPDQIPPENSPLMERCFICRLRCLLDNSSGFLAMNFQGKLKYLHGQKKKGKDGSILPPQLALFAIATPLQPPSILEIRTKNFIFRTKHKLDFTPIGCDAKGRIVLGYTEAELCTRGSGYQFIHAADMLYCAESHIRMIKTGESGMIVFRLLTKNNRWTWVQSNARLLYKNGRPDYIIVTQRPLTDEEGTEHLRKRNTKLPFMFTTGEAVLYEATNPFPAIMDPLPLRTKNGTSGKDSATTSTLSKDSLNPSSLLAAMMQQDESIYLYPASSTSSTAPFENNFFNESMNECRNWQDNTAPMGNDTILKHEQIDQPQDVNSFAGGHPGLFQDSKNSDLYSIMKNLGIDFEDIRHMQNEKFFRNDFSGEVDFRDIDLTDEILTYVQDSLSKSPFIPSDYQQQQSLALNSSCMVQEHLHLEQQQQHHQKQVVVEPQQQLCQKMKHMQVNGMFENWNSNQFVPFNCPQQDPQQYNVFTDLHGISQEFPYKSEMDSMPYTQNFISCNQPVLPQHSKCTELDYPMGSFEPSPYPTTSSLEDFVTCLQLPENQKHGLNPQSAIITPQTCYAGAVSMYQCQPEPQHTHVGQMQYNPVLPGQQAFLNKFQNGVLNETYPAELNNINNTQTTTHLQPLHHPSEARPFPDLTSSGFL
LAP4 TOR yeast = modulators of TOR pathway LAP4-GFP in S. cerevisiae | S. cerevisiae LAP4-GFP multiplex, flow cytometry GFP, 3 h; median GFP as percent of DMSO wells | GFP response vs DMSO, % at 10 µM | 320,000 tested, 0.34% active;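 active means GFP response vs DMSO above a set limit, about the screen mean plus 3 SD, cut at about 150% in these data; inconclusive means under 70 cell events counted for the yeast strain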
RPL19A-GFP yeast = alters RPL19A-GFP fluorescence in TOR pathway yeast screen; percent response vs DMSO, % at 10 µM; AID 2025; S. cerevisiae RPL19A-GFP strain, flow cytometry, 3 h; stronger effect = lower value; 330,000 tested, 0.3% active;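 active means percent response vs DMSO below 50%; inconclusive means fewer than 70 events counted for the yeast strain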;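 further: median channel GFP fluorescence of the barcoded RPL19A-GFP strain; ratio of sample median GFP to plate DMSO average so 100% = DMSO; lower means less RPL19A-GFP as with rapamycin TOR inhibition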
CIT2-GFP yeast = alters CIT2-GFP fluorescence in TOR pathway yeast screen. S. cerevisiae CIT2-GFP strain, flow cytometry, 3 h; 100 means same as DMSO wells. GFP response vs DMSO, % at 10 µM. 320,000 tested, 0.065% active. AID 2029;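 active means GFP response relative to DMSO above a set limit, near the screen mean plus 3 SD, cut at about 150% in these data; inconclusive means Fewer than 70 cells measured for a yeast strain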;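 further: ratio of well median GFP fluorescence to mean of DMSO wells on the plate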
Efflux pump mplx = antifungal efflux pump inhibition, Nile Red retention; S. cerevisiae Candida pump triplex; inhibition, % at 10 µM; 330,000 tested, 0.44% active; AID 485275;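 active means plate passing quality check with inhibition over a set limit, or well fluorescence over plate mean plus 4 SD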;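 further: Nile Red retained in pooled yeast measured as flow cytometry median fluorescence; 0% = buffer negative control and 100% = Enniatin B positive control; higher means more Nile Red kept so more efflux inhibition; some compounds called inactive have numbers as strong as hits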
Active calls of the source: *; u = inconclusive; x = not tested or not shown; [ ] = dose if it differs, or a comment. Random draw from the library. About 3.9% of those tested had a hit in this group.

SMILES | AGP1 TOR yeast | MEP2 TOR yeast | CR mimetic SO | AHR activator | LAP4 TOR yeast | RPL19A-GFP yeast | CIT2-GFP yeast | Efflux pump mplx
O=C(NC1CCCc2ccccc21)c1cc(F)cc(F)c1 (configuration not stated) | 95 | 103 | 96 | 3 | 95 | 99 | 97 | 0.1
Cc1cc(C)c(NC(=O)CNC(=O)[C@@H]2CCCN2C(=O)c2cccs2)c(C)c1 | 100 | 101 | 97 | -1 | 101 | 96 | 91 | 0.0
Cc1ccc(C)c(NC(=O)C2CC(O)CN2C(=O)OCc2ccccc2)c1 (configuration not stated) | 93 | 97 | 100 | 5 | 94 | 95 | 92 | 0.2
CS(=O)(=O)N(Cc1ccco1)CC(O)Cn1c2ccccc2c2ccccc21 (configuration not stated) | 97 | 100 | 99 | 36 | 96 | 97 | 104 | 0.1
COc1ccc(C(=O)NCc2nnc(SCC(=O)N3CCc4ccccc43)n2CCc2ccccc2)cc1 | 98 | 107 | 103 | 2 | 109 | 103 | 100 | -0.6
COc1ccc(NC(=O)CC2Oc3ccc(C)cc3NC2=O)cc1 (configuration not stated) | 106 | 105 | 109 | 19 | 104 | 108 | 100 | 0.3
CN(C)c1nccc(Nc2ccccc2)c1C#N | 101 | 96 | 95 | -5 | 95 | 97 | 94 | 0.2
Cc1cc(C)c2c(c1)/C(=N/NC(=O)c1cc(C)oc1C)CCC2 | 99 | 101 | 90 | 29 | 97 | 100 | 97 | -0.1
CCCn1ncc(CN2CCC(N3CCC(C(=O)N4CCOCC4)CC3)CC2)c1C | 101 | 102 | 116 | 2 | 105 | 100 | 96 | 0.1
CCC(C(=O)Nc1ccncc1)c1ccccc1 (configuration not stated) | 98 | 97 | 94 | 0 | 92 | 97 | 98 | -0.1
COC(=O)COc1ccc(S(=O)(=O)Nc2ccc(C(N)=O)cc2)cc1C | 101 | 104 | 103 | 1 | 97 | 96 | 99 | 0.1
O=C(NCCN1C(=O)S/C(=C\c2ccc(OC(F)F)cc2)C1=O)[C@@H]1CCCN1C(=O)c1cccs1 | 104 | 107 | 110 | 2 | 107 | 108 | 110 | 0.1

Whole records as entered above. Values in the order: AGP1 TOR yeast, MEP2 TOR yeast, CR mimetic SO, AHR activator, LAP4 TOR yeast, RPL19A-GFP yeast, CIT2-GFP yeast, Efflux pump mplx
`Cc1cc(C)c2c(c1)/C(=N/NC(=O)c1cc(C)oc1C)CCC2` as listed: 99, 101, 90, 29, 97, 100, 97, -0.1
`CN(C)c1nccc(Nc2ccccc2)c1C#N` as listed: 101, 96, 95, -5, 95, 97, 94, 0.2
`CCC(C(=O)Nc1ccncc1)c1ccccc1` (configuration not stated) as listed: 98, 97, 94, 0, 92, 97, 98, -0.1

New compounds follow:
SMILES | AGP1 TOR yeast | MEP2 TOR yeast | CR mimetic SO | AHR activator | LAP4 TOR yeast | RPL19A-GFP yeast | CIT2-GFP yeast | Efflux pump mplx
CCC(C)C(NC(=O)C1CCC(=O)N1C(=O)OCc1ccccc1)C(=O)NC(C(=O)N1CCCC1C(N)=O)C(C)CC (configuration not stated) | 102 | 105 | 126 | 2 | 99 | 102 | 103 | -0.1
COc1ccc2c3c(c(=O)oc2c1OCC(=O)C(C)(C)C)CCCC3 | 98 | 102 | 108 | 10 | 104 | 97 | 100 | 0.0
Cc1ccc(S(=O)(=O)N2CCC(C(=O)NNC(=O)c3cccnc3)CC2)cc1 | 101 | 97 | 95 | 1 | 103 | 99 | 98 | 0.1
Cc1ccccc1C1CCCN(Cc2nc(C3CC3)no2)C1 (configuration not stated) | 101 | 104 | 104 | -1 | 104 | 99 | 100 | 0.0
CC(=NCCCn1ccnc1)c1c(-c2ccccc2)[nH]n(-c2nc3ccccc3s2)c1=O | 88 | 96 | 113 | 6 | 91 | 94 | 91 | 0.4
COc1ccc(NC(=O)c2c(N)no[n+]2[O-])cc1 | 87 | 94 | 98 | 18 | 91 | 97 | 96 | 0.0
CCCCSCCCNC(=O)C1CCC(CNS(=O)(=O)c2ccc(NC(C)=O)cc2)CC1 (configuration not stated) | 70 | 131 | 93 | x | 87 | 89 | 91 | 0.3
COC(=O)c1ccccc1NC(=O)Cn1cc2c(n1)CCC(C)C2 (configuration not stated) | 100 | 103 | 91 | 5 | 106 | 98 | 100 | 0.1
O=C(Nc1ccc2oc(-c3ccncc3)nc2c1)c1ccc(Br)o1 | 101 | 106 | 92 | -5 | 94 | 100 | 108 | 0.0
Cc1cc(Cl)cc2sc(NC(=O)C3CC3)nc12 | 95 | 102 | 115 | 45 | 103 | 95 | 99 | 0.1
Cn1c(COc2ccc(Cl)cc2)nnc1SCC(=O)NC1CCCCC1 | 107 | 106 | 94 | 1 | 98 | 102 | 104 | -0.1
O=C(NC1CCCC1)C(c1ccccc1F)N(C(=O)c1ccco1)C1CCCC1 (configuration not stated) | 87 | 95 | 79 | 1 | 87 | 87 | 94 | -0.1
CC1(C)CC(C)(c2ccc(O)cc2O)N(c2cccc(Cl)c2)C(=S)N1 (configuration not stated) | 102 | 100 | 106 | 4 | 98 | 96 | 104 | 0.0
C=CCNC(=S)Nc1cc(Cl)ccc1OC | 91 | 96 | 95 | 16 | 84 | 96 | 92 | 0.2
COc1ccc2c(c1)C=C(C(=O)NCc1ccc(Cl)cc1)CO2 | 89 | 88 | 86 | 1 | 87 | 96 | 101 | -0.1
Cc1ccc(Cl)cc1NC(=O)C1C2CCC(O2)C1C(=O)O (configuration not stated) | 98 | 109 | 92 | -2 | 94 | 104 | 100 | 0.0
O=C1C(=O)c2ccccc2C([O-])=C1[n+]1ccccc1 | 99 | 104 | 155 | 4 | 112 | 93 | 102 | 0.0
Cc1ccc(NC(=O)c2nc[nH]c2C(=O)N(C)Cc2ccccc2)cc1 | 93 | 91 | 105 | 13 | 93 | 94 | 95 | 0.2
O=C(NCc1ccco1)c1cc(=O)c2ccccc2o1 | 99 | 98 | 112 | 2 | 98 | 98 | 94 | -0.1
Cc1cc(=O)[nH]c(SCC(=O)NCc2ccco2)n1 | 100 | 99 | 83 | -3 | 104 | 102 | 105 | -0.1
CCCCCCn1c(O)c(/C=C2\C=NN=C2c2ccccc2)sc1=S | 106 | 95 | 92 | 16 | 89 | 105 | 102 | 0.1
O=C(Nc1ccccc1N1CCOCC1)c1cc2ccccc2o1 | 97 | 109 | 105 | 10 | 101 | 100 | 97 | -0.1
CN(C)S(=O)(=O)c1cc(NC(=O)CN2CCN(c3ccccc3O)CC2)ccc1Cl | 105 | 99 | 99 | 1 | 100 | 100 | 105 | 0.0
CCOC(=O)C1CCN(C(=O)C(CCSC)NC(=O)COc2ccccc2)CC1 (configuration not stated) | 103 | 103 | 108 | -2 | 105 | 102 | 92 | 0.2
COc1ccc(-c2csc(NC(=O)CSCc3c(C)noc3C)n2)c(OC)c1 | 101 | 99 | 101 | -8 | 109 | 96 | 88 | 0.2
Cc1nc(SCC(=O)O)c2oc3ccccc3c2n1 | 105 | 107 | 107 | 1 | 96 | 101 | 101 | -0.1
COC(=O)C1=C(N)Oc2cc(C)n(Cc3cccnc3)c(=O)c2C1c1cccc(OC)c1OC (configuration not stated) | 96 | 100 | 106 | 2 | 95 | 100 | 96 | -0.1
Cc1nn(CC(=O)OCC(=O)NCCc2ccc(F)cc2)c(C)c1[N+](=O)[O-] | 103 | 99 | 89 | 1 | 98 | 94 | 99 | -0.1
COc1ccc2c(C(=O)c3ccc(Cl)cc3)n(CCCC(N)=O)[n+]([O-])c2c1 | 94 | 97 | 101 | 25 | 145 | 99 | 82 | 0.0
CCOc1ccc2c(c1)C(C)=CC(C)(C)N2S(=O)(=O)c1ccc(NC(C)=O)cc1 | 97 | 99 | 100 | 2 | 87 | 105 | 97 | 0.2
CCN(C(=O)Cc1ccc(Br)cc1)C1CCCCC1 | 95 | 95 | 93 | -4 | 104 | 94 | 93 | 0.0
CCOc1ccccc1NC(=O)C(NCCN(C)C)c1ccccc1 (configuration not stated) | 107 | 106 | 97 | -1 | 101 | 113 | 105 | 0.0
CCOC(CNC(=O)CCc1c(C)nc2nc(C)nn2c1C)OCC | 104 | 111 | 97 | -1 | 112 | 94 | 91 | 0.0
CC(=O)Nc1ccc(NC(=O)CSc2nnc(-c3cccnc3)o2)cc1 | 101 | 103 | 102 | 3 | 99 | 101 | 90 | 0.4
CCN(CC)c1ccc(C(=O)N2CCN(Cc3ccccc3)CC2)cc1 | 99 | 106 | 95 | 2 | 89 | 103 | 101 | 0.0
Clc1cccc(Cc2ccc(Cl)nn2)c1 | 84 | 91 | 98 | -2 | 86 | 85 | x | -0.2
COc1ccc(Cl)cc1NC(=O)CN(C)C(=O)CCCNC(=O)c1ccc(Cl)cc1 | 101 | 106 | 87 | 3 | 109 | 105 | 89 | -0.1
COc1ccc(/C(C)=C2\SC(=S)N(CCC(=O)O)C2=O)cc1 | 98 | 102 | 119 | -4 | 108 | 98 | 94 | -0.1
COc1ccc(Cn2c(=O)[nH]c3cc(C(=O)NCCc4ccc(S(N)(=O)=O)cc4)ccc3c2=O)cc1 | 95 | 103 | 105 | -3 | 101 | 95 | 103 | 0.6
COc1ccc(Nc2cc(Cl)nc(N)n2)cc1OC | 108 | 108 | 97 | 15 | 111 | 102 | 122 | -0.1
COC(=O)Cc1[nH]n(-c2nc3ccccc3s2)c(=O)c1C(C)=Nc1ccc(C)cc1 | 95 | 101 | 103 | 5 | 99 | 98 | 103 | 0.0
COc1cc(C(=O)NCC(=O)NNC(=O)CN(C)S(=O)(=O)c2ccc(Cl)cc2)cc(OC)c1OC | 92 | 91 | 96 | 1 | 84 | 93 | 94 | -0.4
CSc1ccccc1NC(=O)CN(Cc1ccc(Cl)cc1)S(C)(=O)=O | 98 | 105 | 107 | 2 | 100 | 95 | 100 | -0.1
CC(COS(N)(=O)=O)Cc1ccc(C(F)(F)F)cc1 (configuration not stated) | 77 | 83 | 102 | 1 | 116 | 87 | 78 | 0.0
CCOc1ccccc1/C=N/NC(=O)CSc1n[nH]c(=O)[nH]c1=O | 96 | 102 | 99 | 1 | 91 | 99 | 94 | 0.4
CC(C)(C)OC(=O)N[C@@H](Cc1ccccc1)C(=O)N1CCC(C(=O)N[C@@H](Cc2c[nH]c3ccccc23)C(=O)O)CC1 | u | u | 97 | 8 | u | u | u | 0.2
Clc1ccc(-c2nnc3sc(-c4ccc(Br)o4)nn23)c(Cl)c1 | 107 | 120 | 105 | 42 | 114 | 107 | 117 | -0.1
CCOC(=O)C1[C@H]2C(=O)N(CCCOC)C[C@]23C=C[C@H]1O3 (some centres not stated) | u | 90[may fluoresce violet] | 104 | 1 | 78[may fluoresce violet] | 90[may fluoresce violet] | u | -0.1
Cc1ccc(C(=O)N2CCN(c3ccc(N4CCOCC4)nn3)CC2)cc1C | 98 | 108 | 102 | -2 | 107 | 98 | 94 | 0.1
O=C(O)c1cc([N+](=O)[O-])ccc1N1CCCCC1 | 99 | 96 | 102 | 1 | 96 | 105 | 102 | 0.0
O=C(O)CCCNS(=O)(=O)c1ccc(F)cc1 | 105 | 111 | 97 | -3 | 104 | 98 | 98 | -0.1
CC[C@H](C)[C@H](NC(=O)OCc1ccccc1)C(=O)Nc1ccc(NC(C)=O)cc1 | 96 | 97 | 104 | 1 | 98 | 94 | 96 | 0.0
CCn1c(COc2ccccc2OC)nnc1SCC#N | 103 | 125 | 96 | 0 | 107 | 102 | 108 | -0.2
